PTHR1 agonist – agonists of human PTHR1 parathyroid hormone receptor; HEK293 GP2 PTHR1 cells, GloSensor cAMP luminescence, 1 h; Potency, µM (titrated, usually from 115 µM), for inactives: at the top dose activation, hits mostly activators; actives 0.075% (n = 410,000); further: potency means the concentration at half of the fitted maximal effect; nearly all actives have a fitted effect of over 55% in size; some results filed as inactive show a strong effect at the top dose; inactives centre near -15; many of its hits are not listed in these tables
Target sequence (Q03431 whole entry, looked up): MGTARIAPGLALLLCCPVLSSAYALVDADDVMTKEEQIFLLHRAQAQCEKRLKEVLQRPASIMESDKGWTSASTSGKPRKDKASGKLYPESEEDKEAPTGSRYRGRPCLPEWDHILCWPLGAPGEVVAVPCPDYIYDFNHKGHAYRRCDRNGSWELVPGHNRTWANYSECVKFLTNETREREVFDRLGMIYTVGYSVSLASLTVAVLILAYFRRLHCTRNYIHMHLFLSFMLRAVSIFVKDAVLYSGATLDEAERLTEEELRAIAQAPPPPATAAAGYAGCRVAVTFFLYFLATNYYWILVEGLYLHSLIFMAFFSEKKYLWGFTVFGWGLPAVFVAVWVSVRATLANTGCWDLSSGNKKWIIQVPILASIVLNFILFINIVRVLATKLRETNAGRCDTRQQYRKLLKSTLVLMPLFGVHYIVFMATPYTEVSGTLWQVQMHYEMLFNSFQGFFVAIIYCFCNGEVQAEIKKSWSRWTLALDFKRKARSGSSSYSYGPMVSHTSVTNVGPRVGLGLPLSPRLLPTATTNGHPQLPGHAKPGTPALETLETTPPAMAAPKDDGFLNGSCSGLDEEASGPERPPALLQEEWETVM
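HEK-293-derived GP2 cells expressing PTHR1 and a GloSensor cAMP reporter, 3,000/well, plated overnight, given luciferin plus IBMX (each 0.5 mM as added) for 1 h at 37 °C, then compound for 1 h at 37 °C. Luminescence was read after 15 min at room temperature.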
EPAC1 antagonist – EPAC1 (human) antagonism; O95398; EPAC1 GEF assay, Rap1b-BODIPY-GDP exchange fluorescence; Potency, µM (doses to about 115 µM), inactives show at the highest dose activity change, negative = inhibition, actives largely listed as inhibitors; actives 0.14% (n = 360,000); AID 720709;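 further: potency means the concentration at half of the fitted maximal effect; plate controls were vehicle for no effect and positive control for full effect; nearly all actives have a fitted effect of over 50% in size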
IL2 activator – activators of IL-2; IL-2 activation reporter assay, cell-based qHTS; stimulated with anti-CD3/CD4/CD28 beads; in transgenic mouse T cells; activation, % (series mostly up to about 46 µM); actives 0.065% (n = 360,000); AID 652025; in the data active means activation above about 50%; inconclusive means mostly about 30% to 49%; further: 0% is about no effect
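Readout: EGFP and DsRed signals by fluorescent plate cytometry. Unstimulated transgenic mouse T cells received compound 60 min before antibody-bead stimulation, then incubated 18 h at 37 degrees C.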
PI5P4Ka inh – inhibitors of human PI5P4K alpha | actives 1.2% (n = 330,000) | P48426 | max response, % | AID 652105 | PI5P4Kalpha enzyme, ADP-Glo luminescence, 60 min; stronger effect = lower value; active means max response of -50% or lower; inconclusive means between -30% and -50%; inactive means -30% or higher; further: value at the top dose of about 77 µM; on the % scale 0 is the no-effect control and ±100 the full control effect
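Quantitative HTS of the MLSMR library against PI5P4Kalpha with substrate. ATP added last at 5 microM final; room temperature, 60 minutes. Remaining ATP depleted, ADP converted and read as luminescence.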
PLK1 PBD block – PLK1 (human) polo-box domain binding inhibition. P53350. Plk1 PBD binding of FITC phosphopeptide, fluorescence polarization. Potency, µM, for inactives: max response, negative = inhibition, actives largely listed as inhibitors. actives 2.8% (n = 360,000). AID 720504; further: potency means the concentration at half of the fitted maximal effect; series mostly up to about 57 µM; on the % scale 0 is the no-effect control and ±100 the full control effect; nearly all actives have a fitted effect of over 65% in size
GLP-1R inv ag – inverse agonists of human GLP-1 receptor. P43220. HEK293 GLP-1R CRE-luciferase, luminescence, 24 h; GLP-1R form is constitutively active. Potency, µM (highest dose often 38.3 µM), for inactives: top-dose activity change, negative = inhibition, actives largely listed as inhibitors. actives 1.6% (n = 410,000). AID 624417; further: potency means the concentration at half of the fitted maximal effect; on the % scale 0 is the no-effect control and ±100 the full control effect; nearly all actives have a fitted effect of over 55% in size
Target sequence (P43220 whole entry, looked up): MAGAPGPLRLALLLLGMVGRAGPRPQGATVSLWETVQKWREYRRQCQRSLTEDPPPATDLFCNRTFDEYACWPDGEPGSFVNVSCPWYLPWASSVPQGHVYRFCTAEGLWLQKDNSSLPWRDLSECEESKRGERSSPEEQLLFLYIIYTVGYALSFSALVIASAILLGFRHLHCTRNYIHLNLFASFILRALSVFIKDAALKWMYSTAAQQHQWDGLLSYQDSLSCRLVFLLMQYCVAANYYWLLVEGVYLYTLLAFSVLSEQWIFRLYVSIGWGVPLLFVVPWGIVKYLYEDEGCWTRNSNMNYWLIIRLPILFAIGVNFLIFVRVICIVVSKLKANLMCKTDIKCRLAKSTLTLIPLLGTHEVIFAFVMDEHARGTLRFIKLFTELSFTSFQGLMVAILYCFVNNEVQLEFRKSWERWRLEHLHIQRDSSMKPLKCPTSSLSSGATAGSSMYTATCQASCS
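Readout was luciferase luminescence, measured 12 min after detection reagent at room temperature. Beforehand, GLP-1R reporter HEK293 cells had sat 12 h, then received compounds for 24 hr at 37 deg C.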
HEK293 tox – cytotoxicity counter-screen for GLP-1 receptor inverse agonists; HEK293 cAMP-luciferase reporter cells, luminescence, 24 h; Potency, µM (top dose mostly 38.3 µM), without a hit: top-dose activity change, negative = inhibition, most hits filed as inhibitors; actives 0.13% (n = 410,000); AID 624418;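 further: loss of luciferase light is scored as toxicity; potency means the concentration at half of the fitted maximal effect; on the % scale 0 is the no-effect control and ±100 the full control effect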
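Here, cytotoxicity is scored as loss of luminescence. The MLSMR collection was tested on cells seeded in medium containing 10% Nu serum, with a 24 hr compound exposure preceded by 12 hours of culture.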
EPAC1 agonist – EPAC1 (human) agonism; actives 0.073% (n = 360,000); EPAC1 agonist qHTS, biochemical assay; response scale: 100% = response to 6.5 mM cAMP; O95398; Potency, µM (series often up to 154 µM), without a hit: at the highest dose activation, usual class: activators; further: potency means the concentration at half of the fitted maximal effect; nearly all actives have a fitted effect of over 60% in size
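Fluorescent GDP-exchange assay: 100 nM EPAC1 with 250 nM Rap1B preloaded with BODIPY-GDP and 50 uM GDP; compounds tested as concentration series, 5 min at room temperature, then read every 5 min for 30 min (ex 480/em 540 nm); normalized to 6.5 mM cAMP.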
GLP-1R agonist – agonists of human GLP-1 receptor; actives 0.007% (n = 380,000); Potency, µM (titrated, usually from 45.6 µM), inactives show at the highest dose activation, actives largely listed as activators; AID 624172; P43220; HEK293 GLP-1R CRE-luciferase, luminescence, 4-6 h; cells express a hypersensitive GLP-1R form; further: potency means the concentration at half of the fitted maximal effect; % of control where 0% means no effect
An asterisk follows results filed as active; i = inactive; ? = inconclusive; nt = not tested or not shown; [ ] = dose if it differs, or a comment. Unless noted, the call rests on the fitted dose curve; in most records, active means well fitted curve in the direction sought with a large enough effect; inconclusive means small, poorly fitted or top-dose-only effect, or another doubt; inactive means no such curve, though single readings can be large; an effect the other way counts as inactive or inconclusive. Not all compounds are listed (hit frequency here may not be typical).

SMILES	PTHR1 agonist	EPAC1 antagonist	IL2 activator	PI5P4Ka inh	PLK1 PBD block	GLP-1R inv ag	HEK293 tox	EPAC1 agonist	GLP-1R agonist
Cc1nc2ccccc2c2c1C(=O)N(Cc1cccnc1)C2=O	i	18%	-2.4	nt	-2%	9%	-8%	1%	-5%
Cc1cccc(N2C(=O)N3[C@@H]4c5ccccc5OC[C@@H]4[C@@H](c4ccccc4)[C@]3(C)C2=O)c1	-3%	3%	-0.4	3	-2%	?	0%	-23%	-1%
CCN(CC)CCNC(=O)c1ccc(Sc2ccc(C)cc2)c(NC(C)=O)c1	i	-27%	-3.8	0	-14%	?	22%	1%	2%
O=c1cc(-c2ccccc2)cc(-c2ccccc2)n1CCCO	i	-21%	-0.6	3	-21%	?	14%	-3%	22%
CCCc1cc(C(=O)Nc2ccc(C(C)=O)cc2)no1	-13%	-2%	-2.1	3	-2%	?	3%	-9%	0%
COC1OC(CO)C(N=C(C)C)C1O (configuration not stated)	13%	-3%	-4.4	20	-15%	1%	18%	1%	-4%
COc1ccccc1NC(=O)CSc1nc2sc(C)c(C)c2c(=O)n1Cc1ccco1	-6%[57.5 µM]	7%	-1.3	-13	-13%	0%	-9%	11%	4%
CN(C)/C=C/C(=O)c1ccccc1F	i	5%	-0.7	-4	-6%	10%	36%[activator]	13%	-1%
COc1ccc2[nH]c3c(C)c4cc[n+](C)cc4c(C)c3c2c1	i	-8%	0.2	-21	-4%	?	?	5%	-4%
Cc1nc(N)nc(N/N=C/c2c(F)cccc2Cl)n1	i	-4%	-2.2	-1	2%	52%[activator]	-1%	-5%	11%
Cc1cccc(NC(=O)CSc2nc3nc(C)cc(C)n3n2)c1	i	7%	-1.2	-5	-12%	30%	-2%	-3%	9%
CCN(CC)S(=O)(=O)c1ccc(Nc2cc(C)nc3ncnn23)cc1	i	9%	-0.5	nt	-10%	63%[activator]	-4%	-14%	1%
COc1ccc(CCN2C(=O)C3C(C2=O)C2C=CC3C23CC3)cc1OC (configuration not stated)	i	-7%	1.3	-21	24µM*	14%	-6%	8%	1%
Cc1ccc(CCSc2ccc(F)cc2)cn1	-15%	8%	-3.7	1	?	-13%	12%	-4%	18%
C[C@H](CCCC/C=C/C(=O)O)O[C@@H]1O[C@@H](C)[C@H](O)C[C@H]1O	1%	-1%	0.5	3	-4%	16%	8%	4%	-5%
COc1ccc(C(=O)NCCS(=O)(=O)NCc2ccc(C)cc2)cc1	-14%	-8%	3.1	2	1%	-12%	-13%	2%	8%
CCOc1ccc(OCC)c(NC(=O)CCSCCc2ccccn2)c1	-14%	-20%	0.1	-13	-6%	?	-8%	1%	14%
CCCCOc1cccc(C2C(C(=O)c3ccc(C)o3)=C(O)C(=O)N2c2nnc(C)s2)c1 (configuration not stated)	10%	?	4.8	?	?	-43%	9%	-33%[inhibitor]	0%
COc1ccc(CC2(CO)CCN(Cc3cnc(-c4ccccc4C)nc3)CC2)cc1	-35%[inhibitor]	-10%	1.1	-3	-14%	?	-20%	-4%	10%
CC(=N\NC(=O)c1ccccc1)/C(=N/O)C(=O)Nc1ccccc1	i	?	0.3	2	-1%	?	?	1%	5%
C=CCSc1nc2sc3c(c2c(=O)n1CC)CCC3	i	-8%	0.1	-1	4%	-17%	0%	8%	8%
COc1ccccc1-c1nc(C#N)c(N2CCN(C(c3ccccc3)c3ccccc3)CC2)o1	i	4%	0.2	-2	-1%	-5%	19%	5%	5%
CN(Cc1ccccc1)C(=O)c1ccc([N+](=O)[O-])o1	-12%	-6%	0.5	1	-6%	14%	-3%	0%	-1%
N#CCc1cc2ccc3cccc4ccc(c1)c2c34	i	-17%	0.2	23	5%	27%	-3%	22%	23%
CCN(CC)Cc1c(O)ccc2occ(C(=O)c3ccccc3)c12	-4%	10%	-0.6	-2	4%	14%	2%	11%	7%
CC(=O)Nc1ccc(S(=O)(=O)Nc2ccc(N3CCOCC3)cc2)cc1	-16%[57.5 µM]	7%	-0.3	-7	1%	28%	6%	-3%	-1%
COc1ccc(C(CNC(=O)C(C)(C)Oc2ccc(Cl)cc2)N2CCOCC2)cc1 (configuration not stated)	-12%	-11%	-2.6	-1	-12%	-8%	-6%	-2%	0%
COCC(=O)Nc1ccc([N+](=O)[O-])cc1OC	i	2%	0.4	-7	-1%	16%	1%	-5%	1%
CC(C)NC(=O)NC(=O)CSc1nncs1	i	13%	0.9	-4	0%	1%	-10%	-3%	3%
COc1ccc(NC(=S)NC2CC3CCCC(C2)N3C2CC2)cc1 (configuration not stated)	i	-7%	0.5	1	-1%	?	-5%	9%	13%
Cc1ccc(NC(=O)C2C3CCCC2C3c2ccccc2)cc1 (configuration not stated)	i	-12%	-0.3	5	-21%	15%	74%[activator]	6%	-1%
COc1ccc(CCNC(=O)C2CCN(S(=O)(=O)c3ccc(Cl)cc3)CC2)cc1OC	1%[57.5 µM]	8%	-0.3	nt	-6%	1%	-2%	4%	-4%
O=C(Nc1ccccc1)NC1CCCc2ccccc21 (configuration not stated)	-12%	1%	0.5	-2	-9%	?	3%	11%	-7%
NS(=O)(=O)c1ccc(CCNC(=O)COC(=O)CN2C(=O)C3CCCCC3C2=O)cc1 (configuration not stated)	i	-5%	1.8	4	-10%	48%[activator]	13%	11%	2%
Cc1ccc(NC(=O)COC(=O)CC2CCCC2)cc1F	i	-19%	-0.2	6	-4%	7%	9%	-7%	20%
CCCC(=O)NC(c1ccc(OC)cc1)c1ccc2cccnc2c1O (configuration not stated)	-12%	5%	-6.3	3	-10%	?	?	2%	3%
C(=N\N=C\c1ccncc1)/c1ccncc1	-13%	-2%	-0.7	1	-5%	12%	-28%	4%	-6%
COCCN1Cc2cccc(C(=O)Nc3ccc4c(c3)OCCO4)c2C1=O	-29%	-9%	-3.3	-2	-17%	?	2%	3%	2%
Cc1ccsc1/C=N/NC(=O)C1CC(=O)N(c2ccccc2)C1 (configuration not stated)	i	5%	1.1	-1	1%	-24%	-10%	8%	5%
COc1cccc(C(=O)Nc2ccc(Oc3cccc(C(F)(F)F)c3)nc2)c1	-24%	-9%	-0.6	0	-4%	?	?	12%	10%

An excerpt of these results, with bars between the fields:
compound | PTHR1 agonist | EPAC1 antagonist | IL2 activator | PI5P4Ka inh | PLK1 PBD block | GLP-1R inv ag | HEK293 tox | EPAC1 agonist | GLP-1R agonist
CC(C)NC(=O)NC(=O)CSc1nncs1 | i | 13% | 0.9 | -4 | 0% | 1% | -10% | -3% | 3%
COc1ccc(NC(=S)NC2CC3CCCC(C2)N3C2CC2)cc1 (configuration not stated) | i | -7% | 0.5 | 1 | -1% | ? | -5% | 9% | 13%
Cc1ccc(NC(=O)C2C3CCCC2C3c2ccccc2)cc1 (configuration not stated) | i | -12% | -0.3 | 5 | -21% | 15% | 74%[activator] | 6% | -1%
COc1ccc(CCNC(=O)C2CCN(S(=O)(=O)c3ccc(Cl)cc3)CC2)cc1OC | 1%[57.5 µM] | 8% | -0.3 | nt | -6% | 1% | -2% | 4% | -4%
O=C(Nc1ccccc1)NC1CCCc2ccccc21 (configuration not stated) | -12% | 1% | 0.5 | -2 | -9% | ? | 3% | 11% | -7%
NS(=O)(=O)c1ccc(CCNC(=O)COC(=O)CN2C(=O)C3CCCCC3C2=O)cc1 (configuration not stated) | i | -5% | 1.8 | 4 | -10% | 48%[activator] | 13% | 11% | 2%
Cc1ccc(NC(=O)COC(=O)CC2CCCC2)cc1F | i | -19% | -0.2 | 6 | -4% | 7% | 9% | -7% | 20%
CCCC(=O)NC(c1ccc(OC)cc1)c1ccc2cccnc2c1O (configuration not stated) | -12% | 5% | -6.3 | 3 | -10% | ? | ? | 2% | 3%
C(=N\N=C\c1ccncc1)/c1ccncc1 | -13% | -2% | -0.7 | 1 | -5% | 12% | -28% | 4% | -6%
COCCN1Cc2cccc(C(=O)Nc3ccc4c(c3)OCCO4)c2C1=O | -29% | -9% | -3.3 | -2 | -17% | ? | 2% | 3% | 2%
Cc1ccsc1/C=N/NC(=O)C1CC(=O)N(c2ccccc2)C1 (configuration not stated) | i | 5% | 1.1 | -1 | 1% | -24% | -10% | 8% | 5%
COc1cccc(C(=O)Nc2ccc(Oc3cccc(C(F)(F)F)c3)nc2)c1 | -24% | -9% | -0.6 | 0 | -4% | ? | ? | 12% | 10%

(cont.)
SMILES	PTHR1 agonist	EPAC1 antagonist	IL2 activator	PI5P4Ka inh	PLK1 PBD block	GLP-1R inv ag	HEK293 tox	EPAC1 agonist	GLP-1R agonist
O=C(Cn1cnc2ccccc2c1=O)NCc1cccs1	-18%	9%	0.3	-1	6%	-11%	-12%	-8%	0%
COC(=O)[C@@]1(Cc2ccc(OC)cc2)[C@H]2c3cc(C(=O)N4CCCC4)n(CCN4CCOCC4)c3C[C@H]2CN1C(=O)c1ccccc1	0%	-4%	1.9	9	-7%	28%	1%	-12%	3%
O=c1[nH]n(-c2ccccn2)c(=O)c2ccccc12	i	14%	0.5	-9	30µM*	40%[activator]	-8%	-3%	3%
Cc1ccc(C(=O)Nc2ccc(N3CCN(C)CC3)cc2)cc1C	-35%[inhibitor]	-7%	-3.5	-2	-7%	?	-19%	1%	0%
O=C(O)/C=C(\Oc1ccccc1)C1(O)CCCCC1	i	25%	-0.4	-6	4%	17%	-29%	2%	3%
O=C(COC(=O)COc1ccc(Cl)cc1)Nc1ncc(Br)s1	i	0%	2.6	10	-2%	2%	-7%	-2%	0%
CCOC(=O)CCSc1nc(C)c2ccccc2n1	-8%	7%	-2.4	4	-2%	19%	22%	5%	30%
Cc1cccc(NC(=O)CC2NC3CCCCC3NC2=O)c1 (configuration not stated)	i	2%	3.9	-3	-3%	5%	-1%	-3%	-11%
O=C(C1CCCN(Cc2cccc(F)c2)C1)N1CCCCC1 (configuration not stated)	-30%[57.5 µM]	-1%	-3.1	0	-4%	2%	-10%	6%	1%
COc1cccc(C(=O)N(c2ccc(OC)cc2OC)C2C=CS(=O)(=O)C2)c1 (configuration not stated)	-17%	9%	-2.6	nt	-8%	14%	-14%	8%	14%
